Screening results: PubChem, several laboratories
GSK3beta inhib = blocks human GSK3beta kinase activity; activity score (negative = inhibition), % at 10 µM; GST-GSK3beta kinase, ADP-Glo luminescence, 60 min; stronger effect = lower value; P49841; 300,000 compounds, 0.038% hits;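 active = more than half of replicate wells score below -50%, meaning over 50% inhibition versus plate controls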;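 also: 0% = median DMSO wells and -100% = median GW8510 positive control wells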
Target sequence (P49841 whole entry, looked up): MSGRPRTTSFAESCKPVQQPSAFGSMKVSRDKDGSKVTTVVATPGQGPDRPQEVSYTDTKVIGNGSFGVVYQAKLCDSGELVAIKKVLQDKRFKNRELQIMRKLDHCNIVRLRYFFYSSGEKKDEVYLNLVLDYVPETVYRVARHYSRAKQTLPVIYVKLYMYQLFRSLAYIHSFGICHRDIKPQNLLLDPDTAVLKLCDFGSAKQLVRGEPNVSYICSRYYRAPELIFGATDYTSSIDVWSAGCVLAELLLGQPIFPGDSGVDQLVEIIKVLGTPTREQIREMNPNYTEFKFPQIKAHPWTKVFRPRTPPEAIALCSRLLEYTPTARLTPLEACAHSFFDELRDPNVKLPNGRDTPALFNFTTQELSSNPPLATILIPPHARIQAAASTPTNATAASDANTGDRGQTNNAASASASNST
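Assay system: GST-fused GSK3beta enzyme, cell-free / Medium: Tris pH 7.5 buffer with MgCl2, DTT, BSA, heparin / Also added: peptide substrate plus 25 µM ATP (final) / Compound: 10 µM single point / Timing: kinase reaction with compound 60 min at room temperature / Detection: ADP-Glo luminescence / Benchmarks: DMSO neutral wells and GW8510 at 20 µM as positive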
GSK3A inh = inhibitors of human GSK-3 alpha kinase; P49840; AID 2650; inhibition, % at 10 µM; ADP-Glo luminescence, 60 min; 320,000 compounds, 0.1% hits;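 in the data active = inhibition above about 50%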;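 also: GST-tagged GSK-3 alpha with peptide substrate and 25 µM ATP; 0% = DMSO neutral wells and 100% = GW8510 positive control wells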
Target sequence (P49840 whole entry, looked up): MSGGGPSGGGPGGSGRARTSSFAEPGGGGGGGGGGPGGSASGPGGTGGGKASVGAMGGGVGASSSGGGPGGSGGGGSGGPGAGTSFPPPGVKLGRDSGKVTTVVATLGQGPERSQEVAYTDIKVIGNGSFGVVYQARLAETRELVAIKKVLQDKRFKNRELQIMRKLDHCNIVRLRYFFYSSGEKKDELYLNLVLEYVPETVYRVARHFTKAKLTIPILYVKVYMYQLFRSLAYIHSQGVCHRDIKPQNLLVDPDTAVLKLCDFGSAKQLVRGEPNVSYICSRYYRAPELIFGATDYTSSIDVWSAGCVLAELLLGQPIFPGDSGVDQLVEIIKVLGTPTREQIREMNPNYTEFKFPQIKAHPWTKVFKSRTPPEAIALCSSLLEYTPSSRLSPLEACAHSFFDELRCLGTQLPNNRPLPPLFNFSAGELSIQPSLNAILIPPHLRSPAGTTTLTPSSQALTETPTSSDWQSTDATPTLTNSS
IEC-6 cytotox = counter-screen for KLF5 inhibitors: cytotoxicity in IEC-6 cells | IEC-6 cytotoxicity, luminescence viability | inhibition, % at 5 µM | 290,000 compounds, 0.78% hits; in the data active = inhibition above about 22%;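 also: 0% = plate median of test compound wells and 100% = cytotoxic reference compound wells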
HSP90 inh = HSP90 refolding inhibition in rabbit reticulocyte lysate; luciferase refolding luminescence, 3 h; inhibition, % at 5.6 µM; 290,000 compounds, 0.91% hits; AID 1789;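 active = inhibition above the screen-wide mean plus 3 SD, computed separately per campaign, cut at about 16% in these data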;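 also: 0% = DMSO wells and 100% = 60 µM geldanamycin wells; inhibitors lower the luminescence because luciferase stays unfolded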
PolyA inh = yeast polyadenylation inhibition | S. cerevisiae SKY197-pL101 polyadenylation reporter, beta-gal luminescence; efflux-impaired pdr1/pdr3 knockout yeast; score 100 = 6 SD above DMSO | calls only at 12 µM | 300,000 compounds, 0.02% hits | AID 1875;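 active = lowest replicate activity score at least 50, where 100 means six control SD above control mean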;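 also: yeast exposed to compound for 9 h at 30 °C; higher score means more reporter readthrough which indicates perturbed polyadenylation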
AI-2 QS mod = modulates the Vibrio harveyi AI-2 quorum sensing system; 300,000 compounds, 0.4% hits; Vibrio harveyi JMH597 AI-2 luminescence/OD600 ratio, 9 h; stronger effect = lower value; strain lacks LuxN and CqsS sensors; 0 = neutral-control median; AID 2094; activity change, % at 7.5 µM; in the data active = activity change below about -75%, passing the limit was not always enough;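 also: luminescence divided by OD600 gain over 9 h not by final OD600 alone; inactives centre near 13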
aSyn 5UTR inh = 5' untranslated region of α-synuclein, MLPCN primary screen | AID 1813 | alpha-synuclein 5'UTR reporter, inhibitor activity | inhibition, % (tested at 7.5 µM) | 300,000 compounds, 0.82% hits; in the data active = inhibition above about 60%;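 also: H4 neuroglioblastoma cells stably carrying SNCA 5'UTR luciferase fusion; 0% = DMSO wells and 100% = positive control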
KLF5 inh = kruppel-like factor 5 inhibition; DLD-1 KLF5 promoter-luciferase reporter, luminescence; inhibition, % at 5 µM; 290,000 compounds, 0.23% hits;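 active = inhibition above a per-plate limit of that plate's mean compound inhibition plus 3 SD, cut at about 60% in these data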;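 also: 0% = DMSO wells and 100% = LY294002 at 200 µM; higher means less KLF5 promoter-driven luciferase light; inactives centre near -14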
HSF1 inh = HSF1 inhibition | NIH3T3-HGL HSE-luciferase, MG132-induced, luminescence 8 h; stronger effect = lower value | activity change, negative = inhibition, % at 7.5 µM (by protocol) | 300,000 compounds, 0.77% hits;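 active = more than half of replicate wells show activity change below -50%, luminescence cut by over half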;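 also: luciferase reports HSF-1 transcriptional activity via heat shock element; 0% = median of DMSO wells and -100% = zero luminescence signal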
HSF-1 act = increases HSF-1 driven luciferase reporter signal; 300,000 compounds, 1.7% hits; NIH3T3-HGL HSF-1 luciferase reporter, MG132, 8 h; 100% = twice DMSO control signal; activation, % at 9 µM;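 active = mean replicate activation of at least 50% with a set share of replicates each reaching 50%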;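 also: 0% = median of the neutral control wells and 100% = twice that signal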
Numbers without * were called inactive; i = inactive; · = not tested or not shown.

#1 CSc1nc(C)cc(C)c1C(N)=O
#2 O=C(COC(=O)C1COc2ccccc2O1)NC(=O)NC1CCCCC1 (stereo unspecified)
#3 Cc1ccc(NC(=O)COC(=O)[C@H](C)NC(N)=O)c(C)c1
#4 COc1ccc(NC(=O)c2ccc(-n3cccn3)c([N+](=O)[O-])c2)cc1
#5 CCOC(=O)C1=C(Nc2ccccc2)OCC1=O
#6 O=C(c1cc2ccccc2oc1=O)N1CCN(c2ccc(N3CCOCC3)nn2)CC1
#7 CCCCC(CCC(=O)Nc1ccc(C(=O)OCC)cc1)C(=O)O (stereo unspecified)
#8 O=S(=O)(c1ccccc1)c1nc(NCc2ccccc2)sc1Cl
#9 CCNC(=O)NC(=O)C(C)OC(=O)c1oc2ccccc2c1CSC1CCCCC1 (stereo unspecified)
#10 O=C1Nc2ccc(F)cc2C12Nc1ccccc1-c1nnc(SCc3ccccc3Cl)nc1O2 (stereo unspecified)

Assay by compound	1	2	3	4	5	6	7	8	9	10
GSK3beta inhib	5	-2	-1	3	1	1	2	-2	6	1
GSK3A inh	-1	10	0	0	0	0	-4	-1	-3	-1
IEC-6 cytotox	-5	1	3	-2	2	-7	-1	-1	2	6
HSP90 inh	-1	3	3	-1	3	-1	-1	0	-7	1
PolyA inh	i	i	i	i	i	i	i	i	·	i
AI-2 QS mod	1	13	8	37	18	38	31	7	28	8
aSyn 5UTR inh	6	-4	-1	-14	18	-22	1	10	4	-14
KLF5 inh	-22	-36	-11	-1	-4	7	-2	-22	14	11
HSF1 inh	-4	11	6	-4	-2	-5	0	-4	-4	-1
HSF-1 act	0	-9	26	-8	19	-11	5	-9	10	-7

#11 CCCCN(CCCC)C(=O)c1sc2nc(N3CCOCC3)c3c(c2c1N)CCCC3
#12 COc1c(Cl)cccc1-c1cn2ccc(C)cc2n1
#13 C=C(C)C1CC=C(C)/C(=N/NC(=O)COc2cccc(C)c2)C1 (stereo unspecified)
#14 O=C(NC1(C(F)(F)F)NC(=O)N(c2ccc(F)cc2)C1=O)c1cccs1 (stereo unspecified)
#15 CC1(C(=O)Nc2nc3ccc(S(C)(=O)=O)cc3s2)CC1(Cl)Cl (stereo unspecified)
#16 CCC(NC(=O)c1ccccc1NC(=O)c1ccccc1)C(=O)NNC(=O)c1cccnc1 (stereo unspecified)
#17 Fc1ccccc1NC(=S)N1CCOCC1
#18 Cn1nc(-c2ccccc2)c2cc(C(=O)O)sc21
#19 CC(C(=O)N=c1sc2ccccc2n1C)N1C(=O)C2CC=CCC2C1=O (stereo unspecified)
#20 Cn1c(CCNC(=O)c2ccco2)nc2cc(NC(=O)NC3CCCCC3)ccc21

Assay by compound	11	12	13	14	15	16	17	18	19	20
GSK3beta inhib	-1	-1	2	1	0	2	1	1	0	1
GSK3A inh	-3	-1	-1	-2	-2	0	0	-5	0	0
IEC-6 cytotox	-3	-2	-2	5	·	9	1	-7	3	0
HSP90 inh	3	3	0	-6	·	2	1	1	0	-1
PolyA inh	i	i	i	i	i	i	i	i	i	i
AI-2 QS mod	33	23	8	-10	-33	31	-5	62	9	-4
aSyn 5UTR inh	24	-55	-13	12	-28	3	1	10	-7	-55
KLF5 inh	-13	-122	-11	-8	·	28	-35	-12	9	1
HSF1 inh	12	26	6	3	1	3	-2	-1	-3	-3
HSF-1 act	-9	58*	6	-9	4	1	8	4	-10	8

#21 Cc1nc2ccccc2c(=O)n1/N=C/c1cn[nH]c1-c1ccccc1
#22 O=C(NCc1ccncc1)c1ccc(Oc2ccccc2)cc1
#23 Cn1cc(SCC(=O)NC2CCCC2)c2ccccc21
#24 Cc1oc(C(C)(C)C)cc1C(=O)Nc1ccc2c(c1)OCO2
#25 CN(C(=S)NC1CCCCC1)C1(c2ccccc2Cl)CCCCC1=O (stereo unspecified)
#26 COc1cccc(CN(C)CC(=O)NCc2ccccc2Cl)c1OC
#27 CCn1c(SCC(=O)Nc2nc3ccccc3s2)nnc1-c1ccc(Br)cc1
#28 CCOc1ccc2[nH]c3c(NCCN(CC)CC)ncnc3c2c1
#29 COc1ccc(C(=O)NCC(=O)N/N=C/c2cccnc2)cc1
#30 Cc1cccc(-c2nnc(SCC#N)n2-c2cccc(Cl)c2)c1

Assay by compound	21	22	23	24	25	26	27	28	29	30
GSK3beta inhib	-1	0	-1	0	1	3	-1	6	-2	1
GSK3A inh	-2	·	1	-1	-6	0	1	-2	0	-1
IEC-6 cytotox	0	3	-2	-2	-1	4	-5	-10	3	-2
HSP90 inh	-2	2	-2	1	-2	-1	-2	-6	-1	0
PolyA inh	i	i	i	i	i	i	i	i	i	i
AI-2 QS mod	23	28	20	10	-2	0	24	-5	37	-23
aSyn 5UTR inh	-16	-13	6	-87	5	13	19	-51	-19	29
KLF5 inh	2	7	-4	-32	-15	-23	5	-53	1	-16
HSF1 inh	4	-2	-3	2	6	-1	-7	-10	-1	0
HSF-1 act	-6	-6	9	21	3	-16	-5	-14	4	-18

#31 O=C(CSc1nc(-c2ccccc2)c(-c2ccccc2)[nH]1)N1CCN(S(=O)(=O)c2ccccc2)CC1
#32 Cc1ccc(Oc2cc(NN3CCCCC3)c([N+](=O)[O-])cc2[N+](=O)[O-])c(Cl)c1
#33 COc1ccccc1Cc1nnc(NC(=O)C2CCN(C(=O)c3ccco3)CC2)s1
#34 CCCC1(C(=O)OCC)NC(c2ccc(N(C)C)cc2)C2C(=O)N(c3ccccc3)C(=O)C21 (stereo unspecified)
#35 CCc1c(C)nc(SCC(=O)NC2CCCC2)[nH]c1=O
#36 CS(=O)(=O)N1N=C(c2ccco2)CC1c1ccc(Br)cc1 (stereo unspecified)
#37 COc1ccc(N2CC(NC(=O)N3CCc4ccccc43)CC2=O)cc1OC (stereo unspecified)
#38 CCOC(=O)C1CCN(C(=O)C2CCN(c3nn4c(=O)cc(C)nc4s3)CC2)CC1
#39 Cc1ccc(C2=NCCn3c2c2ccc(C(F)(F)F)cc2[n+]3[O-])cc1
#40 COc1ccc(C(=O)COC(=O)CCn2nnc(-c3cccs3)n2)cc1

Assay by compound	31	32	33	34	35	36	37	38	39	40
GSK3beta inhib	0	3	2	-1	-1	1	11	1	2	2
GSK3A inh	-37	2	2	0	-3	-3	-4	0	0	-7
IEC-6 cytotox	1	-2	0	4	1	1	-4	4	·	-1
HSP90 inh	3	-7	9	5	-3	2	-8	-4	·	3
PolyA inh	i	i	i	i	i	i	i	i	i	i
AI-2 QS mod	13	-2	2	2	19	19	5	12	3	18
aSyn 5UTR inh	-14	35	13	1	5	-58	26	-9	-46	-22
KLF5 inh	6	-25	-17	29	8	-22	-44	-5	·	-6
HSF1 inh	5	-9	5	-3	15	5	4	-3	-55*	1
HSF-1 act	-9	-8	4	4	15	10	-2	-8	-64	-4

#41 CN(C)CCCN(C(=O)c1cc2cc([N+](=O)[O-])ccc2s1)c1nc2cc3c(cc2s1)OCCO3
#42 CCOc1ccc(N2C(=O)S/C(=C\c3ccc(O)c(OCC)c3)C2=O)cc1
#43 COc1ccc(C(=O)OCCN2CCOCC2)cc1
#44 Cc1cc(-c2ccccc2)nc(N/N=C/c2ccco2)n1
#45 CCCCC(=O)N(c1ccc(C)c(C)c1)C1C=CS(=O)(=O)C1 (stereo unspecified)
#46 C/C(=N\NC(=O)c1sccc1C)c1cccnc1
#47 COc1ccccc1CNc1nc(S(=O)(=O)c2ccccc2)c(Cl)s1
#48 O=S(=O)(Nc1ncnc2scc(-c3ccc(F)cc3)c12)c1cc(F)ccc1F
#49 CC(C)NC(=O)Cn1c(=O)cnc2ccccc21
#50 Cc1nc2ccccn2c(=O)c1NC(=O)c1cccs1

Assay by compound	41	42	43	44	45	46	47	48	49	50
GSK3beta inhib	0	2	2	-1	3	1	-1	-1	3	2
GSK3A inh	-1	0	-3	-3	-2	5	·	-3	-1	-1
IEC-6 cytotox	·	1	-5	-4	2	6	-4	4	5	·
HSP90 inh	·	2	3	0	2	2	-2	3	-1	·
PolyA inh	i	i	i	i	i	i	i	i	i	i
AI-2 QS mod	14	5	7	26	-3	20	32	-1	6	19
aSyn 5UTR inh	-5	-22	-40	-126	23	-200	15	13	1	-13
KLF5 inh	·	-28	-33	-26	-2	-207	4	3	-1	·
HSF1 inh	-34	5	-1	1	-1	18	-3	-3	-7	-2
HSF-1 act	-47	7	-18	15	10	24	14	3	-13	-7

HSF1 inh: hit marks shown above.
item	structure	GSK3beta inhib	GSK3A inh	HSP90 inh	PolyA inh	AI-2 QS mod	aSyn 5UTR inh	KLF5 inh	HSF1 inh	HSF-1 act
39	Cc1ccc(C2=NCCn3c2c2ccc(C(F)(F)F)cc2[n+]3[O-])cc1	2	0	·	i	3	-46	·	-55*	-64

New compounds follow
#51 CCOc1ccccc1N(C(=O)CNC(=O)c1ccco1)C(C(=O)NC(C)(C)C)c1ccncc1 (stereo unspecified)
#52 COc1cccc(C(=O)Nc2ccc(N3CCN(C(=O)c4ccco4)CC3)cc2)c1
#53 Cc1ccc(N2CC(C(=O)NC3=NCCS3)CC2=O)cc1C (stereo unspecified)
#54 COc1ccc(C)cc1NC(=O)c1ccc(NS(=O)(=O)c2c(C)noc2C)cc1
#55 C=CCNC(=O)COc1c(C)ccc(C)c1C
#56 CCOC(=O)C1CCN(CC(=O)N2C(C)CCCC2C)CC1 (stereo unspecified)
#57 COc1ccc(/C=C/C(=O)OCCNC(=O)c2ccncc2)cc1OC
#58 Clc1cccc(-c2ccnc3nc(-n4cccc4)nn23)c1

Assay by compound	51	52	53	54	55	56	57	58
GSK3beta inhib	-1	3	1	-1	-1	1	-1	-3
GSK3A inh	0	0	-2	-3	-1	1	-7	-3
IEC-6 cytotox	-9	45*	-3	2	2	0	2	-4
HSP90 inh	-3	-2	4	-3	-1	3	0	-1
PolyA inh	i	i	i	i	i	i	i	i
AI-2 QS mod	31	12	6	·	-4	-3	14	4
aSyn 5UTR inh	-16	-184	5	-2	-4	7	2	16
KLF5 inh	9	34	12	-11	3	-4	-5	-19
HSF1 inh	6	-5	-2	-2	-1	-5	2	8
HSF-1 act	37	-18	-2	13	9	-6	5	4

Structures shown so far containing a CF3 group:
#14 O=C(NC1(C(F)(F)F)NC(=O)N(c2ccc(F)cc2)C1=O)c1cccs1 (stereo unspecified)
#39 Cc1ccc(C2=NCCn3c2c2ccc(C(F)(F)F)cc2[n+]3[O-])cc1

Assay by compound	14	39
GSK3beta inhib	1	2
GSK3A inh	-2	0
IEC-6 cytotox	5	·
HSP90 inh	-6	·
PolyA inh	i	i
AI-2 QS mod	-10	3
aSyn 5UTR inh	12	-46
KLF5 inh	-8	·
HSF1 inh	3	-55*
HSF-1 act	-9	-64

From compound 24 to 25, as listed above:
#24 Cc1oc(C(C)(C)C)cc1C(=O)Nc1ccc2c(c1)OCO2
#25 CN(C(=S)NC1CCCCC1)C1(c2ccccc2Cl)CCCCC1=O (stereo unspecified)

Assay by compound	24	25
GSK3beta inhib	0	1
GSK3A inh	-1	-6
IEC-6 cytotox	-2	-1
HSP90 inh	1	-2
PolyA inh	i	i
AI-2 QS mod	10	-2
aSyn 5UTR inh	-87	5
KLF5 inh	-32	-15
HSF1 inh	2	6
HSF-1 act	21	3

An excerpt; the hit share may differ from the screen's.
